Assay outcomes as filed in PubChem.
KDM5B inh: Primary screen for KDM5B Histone Demethylases FDH-coupled qHTS | Lysine-specific demethylase 5B (Homo sapiens), Q9UGL1 | KDM5B demethylase, FDH-coupled NADH fluorescence (FDH is formaldehyde dehydrogenase) | Potency, µM (highest dose often 57.7 µM), for inactives: at the highest dose activity change, negative = inhibition, actives largely listed as inhibitors | 220,000 compounds, 2.6% hits; active = well fitted inhibition curve with a large enough effect; inconclusive = small, poorly fitted or top-dose-only effect; inactive = no such curve, though single readings can be large or run the other way; also: 0% is about no effect; nearly all actives have a fitted effect of over 70% in size
Target sequence (Q9UGL1 whole entry, looked up): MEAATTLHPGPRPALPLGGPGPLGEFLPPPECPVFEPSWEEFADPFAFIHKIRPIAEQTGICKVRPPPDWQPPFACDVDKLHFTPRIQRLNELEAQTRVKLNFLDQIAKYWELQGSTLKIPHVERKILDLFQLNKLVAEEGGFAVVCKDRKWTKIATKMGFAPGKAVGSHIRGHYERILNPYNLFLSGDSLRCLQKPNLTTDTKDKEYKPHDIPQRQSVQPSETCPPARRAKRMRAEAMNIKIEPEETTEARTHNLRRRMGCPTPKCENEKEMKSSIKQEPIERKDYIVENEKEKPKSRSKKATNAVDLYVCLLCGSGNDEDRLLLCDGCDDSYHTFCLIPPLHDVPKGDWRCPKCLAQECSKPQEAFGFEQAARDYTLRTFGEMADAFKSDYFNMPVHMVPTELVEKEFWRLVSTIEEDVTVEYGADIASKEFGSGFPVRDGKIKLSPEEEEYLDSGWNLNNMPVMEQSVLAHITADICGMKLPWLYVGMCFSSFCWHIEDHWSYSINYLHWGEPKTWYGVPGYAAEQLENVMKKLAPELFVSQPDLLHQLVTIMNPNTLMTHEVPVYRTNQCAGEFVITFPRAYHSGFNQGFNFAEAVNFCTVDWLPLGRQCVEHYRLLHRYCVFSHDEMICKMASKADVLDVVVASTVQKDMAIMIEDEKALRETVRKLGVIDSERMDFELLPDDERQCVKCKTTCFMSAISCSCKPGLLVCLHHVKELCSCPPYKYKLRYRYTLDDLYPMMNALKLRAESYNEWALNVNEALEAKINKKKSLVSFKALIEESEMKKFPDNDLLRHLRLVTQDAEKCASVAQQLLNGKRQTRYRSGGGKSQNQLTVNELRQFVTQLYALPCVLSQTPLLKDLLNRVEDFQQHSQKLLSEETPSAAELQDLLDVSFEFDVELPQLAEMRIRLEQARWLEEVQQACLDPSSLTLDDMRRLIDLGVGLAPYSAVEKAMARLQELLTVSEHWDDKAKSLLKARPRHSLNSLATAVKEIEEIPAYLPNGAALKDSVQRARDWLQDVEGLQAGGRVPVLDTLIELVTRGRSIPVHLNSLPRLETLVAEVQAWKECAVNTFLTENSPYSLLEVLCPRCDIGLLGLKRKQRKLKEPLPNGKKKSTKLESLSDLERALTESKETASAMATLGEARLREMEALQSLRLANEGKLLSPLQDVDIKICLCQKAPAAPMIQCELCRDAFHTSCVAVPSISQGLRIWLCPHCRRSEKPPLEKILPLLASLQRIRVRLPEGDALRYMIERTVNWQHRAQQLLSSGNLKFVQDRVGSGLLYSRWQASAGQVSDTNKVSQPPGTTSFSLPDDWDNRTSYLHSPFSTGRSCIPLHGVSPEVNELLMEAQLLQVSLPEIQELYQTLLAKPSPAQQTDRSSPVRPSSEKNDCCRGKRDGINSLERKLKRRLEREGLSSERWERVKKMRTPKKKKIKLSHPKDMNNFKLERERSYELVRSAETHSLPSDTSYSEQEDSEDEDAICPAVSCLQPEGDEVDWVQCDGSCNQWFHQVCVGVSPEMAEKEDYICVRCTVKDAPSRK
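qHTS format, multiple compound concentrations. Buffer 50 mM HEPES pH 7.5/0.01% Tween-20; 200 nM KDM5BΔAP final; 10 min compound preincubation; substrate-mix levels 12.5 µM peptide, 25 µM α-KG, 0.25 mM NAD⁺; 30 min RT; ΔRFU.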
* marks the source's active call; other numbers are inactive results; i = inactive; ? = inconclusive; [ ] = dose if it differs, or a comment. Potency is read from the fitted curve at half-maximal effect. A portion of the library. The share of hits here may be higher or lower than overall.

SMILES	KDM5B inh
CNC(=O)C1(N2CCC[C@H]2C(=O)NC(C)(C)C)COC1	-12%[115 µM]
Cc1cc(-c2cc3c(cn2)CN(Cc2cccc(F)c2)CCN3)ccn1	-18%[86.2 µM]
COCC(=O)N1CCC(C(=O)N2CCC2c2ccccc2)CC1 (stereo not drawn)	33%[activator]
CCN(CC)C(=O)c1sc2c(c1C)c(=O)n(-c1ccc(C)c(C)c1)c(=O)n2Cc1cc(=O)n2c(C)cccc2n1	-23%
COc1ccc(CCN(C)C(=O)C2CCCN(C3CCN(Cc4ccccc4)CC3)C2)cc1OC (stereo not drawn)	-35%
Cc1ccc(S(=O)(=O)c2nc(-c3ccccc3)oc2SCC(=O)NC2CCCCC2)cc1	-9%
COc1ccc(CNC(=O)CN2C(=O)C(c3ccccc3)=NC2(C)C)cc1OC	-12%
Cc1c(Cl)c(C(=O)N2CCn3nc(Cc4ccccc4)cc3C2)nn1C	-19%
COc1ccc(NC(=O)CCc2nnc3n(CC(C)C)c(=O)c4ccccc4n23)cc1	-22%
COc1ccc(CCC(=O)NC(C)c2cccs2)cc1OC (stereo not drawn)	24%
Cc1c(CC(=O)NCCCn2ccnc2)c(=O)oc2c(C)c(O)ccc12	i
CCc1ccc(C(O)(CC)C(CN2CCOCC2)c2ccccc2)cc1 (stereo not drawn)	?
CN(C)C(=S)Nc1ccc(Cl)cc1	-1%
Cc1ccc(Cl)cc1N(C)C(=O)C1CCCN(c2ncnc3onc(-c4ccc(F)cc4)c23)C1 (stereo not drawn)	-4%
COCCNc1oc(-c2ccc(C)cc2)nc1C#N	?
CCOc1cccc(C(=O)Nc2ccc3oc(-c4ccncc4)nc3c2)c1	?
O=C(O)C/C(=C/c1ccsc1)c1nc2ccccc2s1	-13%
CCOCCNc1ncnc2c1CN(C1CCNCC1)C(=O)CN2C	?
CC1(C)NC(=O)N(CC(O)CN(c2ccccc2)S(=O)(=O)c2ccc([N+](=O)[O-])cc2)C1=O (stereo not drawn)	?
CCc1oc2ccccc2c1/C=N/O	-23%
COc1ccc(Cl)cc1NC(=O)CN(C)CC(=O)Nc1c(C)n(C)n(-c2ccccc2)c1=O	30%
CCc1noc(-c2cccn3c(CNC(=O)c4ccncc4)nnc23)n1	28µM*
CCOC(=O)N1CCc2c(sc3c2c(=O)n(-c2ccc(Cl)cc2)c(=O)n3CC(=O)Nc2ccccc2)C1	-1%
CCn1nc(-c2ccccc2)c(-c2ccccc2)c(C(=O)Nc2ccccc2C(N)=O)c1=O	4%
Cc1ccc(C(=O)N2CCCC(c3noc(COc4ccccc4)n3)C2)s1 (stereo not drawn)	0%

14 entries out of the list, arranged by heavy-atom count, lowest first:
SMILES	KDM5B inh
CN(C)C(=S)Nc1ccc(Cl)cc1	-1%
CNC(=O)C1(N2CCC[C@H]2C(=O)NC(C)(C)C)COC1	-12%[115 µM]
COc1ccc(CCC(=O)NC(C)c2cccs2)cc1OC (stereo not drawn)	24%
COCC(=O)N1CCC(C(=O)N2CCC2c2ccccc2)CC1 (stereo not drawn)	33%[activator]
CCOCCNc1ncnc2c1CN(C1CCNCC1)C(=O)CN2C	?
CCc1ccc(C(O)(CC)C(CN2CCOCC2)c2ccccc2)cc1 (stereo not drawn)	?
CCOc1cccc(C(=O)Nc2ccc3oc(-c4ccncc4)nc3c2)c1	?
COc1ccc(CNC(=O)CN2C(=O)C(c3ccccc3)=NC2(C)C)cc1OC	-12%
COc1ccc(NC(=O)CCc2nnc3n(CC(C)C)c(=O)c4ccccc4n23)cc1	-22%
Cc1ccc(S(=O)(=O)c2nc(-c3ccccc3)oc2SCC(=O)NC2CCCCC2)cc1	-9%
COc1ccc(Cl)cc1NC(=O)CN(C)CC(=O)Nc1c(C)n(C)n(-c2ccccc2)c1=O	30%
Cc1ccc(Cl)cc1N(C)C(=O)C1CCCN(c2ncnc3onc(-c4ccc(F)cc4)c23)C1 (stereo not drawn)	-4%
CCOC(=O)N1CCc2c(sc3c2c(=O)n(-c2ccc(Cl)cc2)c(=O)n3CC(=O)Nc2ccccc2)C1	-1%
CCN(CC)C(=O)c1sc2c(c1C)c(=O)n(-c1ccc(C)c(C)c1)c(=O)n2Cc1cc(=O)n2c(C)cccc2n1	-23%

The results go on.
SMILES	KDM5B inh
CCC(Oc1ccccc1F)C(=O)Nc1ccc(OC)c2ncccc12 (stereo not drawn)	-15%
CCOC(=O)c1cc(-c2ccccc2)n(-c2cccc(C(=O)Nc3ccc(OC)cc3)c2)c1C	?
CC(=O)c1ccc(NC(=O)CSc2nc(-c3ccccc3F)nc3c2c(=O)n(C)c(=O)n3C)cc1	2%
O=C(Nc1ccc(CC23CC4CC(CC(C4)C2)C3)cc1)c1ccc(Cl)cc1Cl	12%
CCN(CC)S(=O)(=O)c1ccc(OC(C)C)c(NC(=O)c2ccc(OC(F)F)c(OC)c2)c1	?
O=C(CCc1cccc(Cl)c1Cl)NC1CCN(C2CC2)C1 (stereo not drawn)	14%
COC(=O)c1cccc(NC(=S)N[C@@H]2C=C[C@@H](c3c(C)nn(-c4ccc(F)cc4)c3C)C2)c1	-23%
CN1CC(=O)N(c2ccc(Cl)cc2)Cc2c1ncnc2N1CCCCC1	-31%
O=C(NCCc1ccccc1)C1CCN(c2ncnc3c2nc2n3CCCCC2)CC1	9%
COCCN1CCC(N2CCN(C(=O)C3CCCC3)CC2)C1=O (stereo not drawn)	-11%
Cn1cc(S(=O)(=O)N2CCCC(C(=O)Nc3nn(Cc4ccccc4Cl)cc3Cl)C2)cn1 (stereo not drawn)	14%
COc1ccc(C(=O)N2CCC3(CC2)c2[nH]c4ccccc4c2CCN3C)c(OC)n1	-29%
Ic1nc[nH]c1I	19%
O=C(CCc1c[nH]c2ccccc12)NCc1ccco1	-13%
CCCn1cc(C(=O)NC(C)c2cnn(-c3cccc(F)c3)c2C)c(C)n1 (stereo not drawn)	3%
C=CCN1[C@H](C)COc2cc(N3CCCC3)ccc2S1(=O)=O	5%
Cc1ccc(C(=O)Nc2cc(S(=O)(=O)N3CCCCC3)ccc2Oc2ccccc2)cn1	1%
COc1ccc(C(=O)N2CCOCCNC(=O)CC2)cc1F	23%
Fc1ccccc1CN1CCCC2(CCN(c3cnccn3)C2)C1 (stereo not drawn)	32µM*
COc1ccc(C2CC(c3ccccc3)=NN2C(=O)c2ccc(F)cc2)cc1 (stereo not drawn)	-25%
Cc1ccc(C)c(-c2cc(C(=O)O)c3cccc(C)c3n2)c1	32%[activator]
CC(C)CNC(=O)COC(=O)c1cc(=O)c2cc(Cl)ccc2o1	-12%
O=C1CCN(C2CCCC2)CCCC(c2nc(-c3cccnc3)no2)CCN1 (stereo not drawn)	16%
Cc1ccccc1-c1nn2c(=O)cc(CN3CCN(S(=O)(=O)c4ccc(Cl)cc4)CC3)nc2s1	-10%
CSCC[C@H](NC(=O)[C@H](C)n1nnc2ccccc2c1=O)C(=O)O	-4%
The listing continues:
SMILES	KDM5B inh
CN(C)c1ccc(NC(=O)Cn2cc(S(=O)(=O)Cc3cccc(Cl)c3)c3ccccc32)cc1	-28%
Cc1ccc(NC(=O)Cn2nc3n(c2=O)CCCC3)cc1	-8%
N#C/C(=C/c1cccc2c1OCCCO2)c1nc2cc(C(F)(F)F)ccc2s1	18%
CNC(=O)NCCc1ncc(C)n1C1CCCCCC1	12%
Cc1cc(F)ccc1NC(=O)Cn1c(C)cc2nc3n(c(=O)c21)CCCCC3	-16%
CNC(=O)[C@H]1C[C@H](Oc2cccnc2)CN1C(=O)Nc1ccc2c(c1)OCCO2	?
CCC(=O)N1CCc2cc(S(=O)(=O)NC(CC(C)C)C(=O)NCc3ccc(C)cc3)ccc21 (stereo not drawn)	8%
O=C(O)CCCC(=O)NCCN1CCCC1	?
Cc1cc(C(=O)N2CCC3(CC2)CC(O)CCO3)c(C)o1 (stereo not drawn)	-16%
Cc1ccc(-c2nc3ccccc3c(C(=O)O)c2C)s1	?
COCCc1noc([C@@H]2CN(CC(C)(C)C)C[C@H]2CO)n1	6%
Cc1ccc(CN2CCC[C@H]2C(=O)N2CCCCCCNC(=O)CC2)s1	?
Cc1ccc(C)c(N2CCN(C(=O)CCc3nnc4n(C)c(=O)c5ccccc5n34)CC2)c1	-15%
O=C(NC1CCCCC1)c1ccc2c(c1)N(Cc1cccc(Cl)c1)C(=O)c1ccccc1S2=O (stereo not drawn)	-8%
CCCN(CCC)S(=O)(=O)c1ccc(C(=O)N2CCn3c4c(c5cc(C)ccc53)CCCC42)cc1 (stereo not drawn)	0%
CC(NC(=O)OCc1ccccc1)C(=O)O (stereo not drawn)	22%
CCCC(C)(C)NC(=O)CCc1ccc(OC)c(OC)c1OC	-4%
O=C(Nc1cccc2ncccc12)c1ccc(Oc2ccccc2)cc1	3%
CC(C)NC(=O)Nc1cccc(C(=O)Nc2cccc(Cl)c2)c1	-1%
COc1ccc(C(=O)N/N=C(\C)CC(=O)Nc2ccc3c(c2)OCCO3)c(OC)c1	17%
COCCN1C(=O)Cc2ccccc2C1C(=O)NCc1ccccc1 (stereo not drawn)	?
CCC(C(=O)NC1CCCC1)N(C(=O)Cn1nnc(-c2ccc(C)o2)n1)c1cccc(O)c1 (stereo not drawn)	-17%
Cc1ccc([N+](=O)[O-])c(NC(=O)COC(=O)C2CC3CCCC(C2)C3=O)c1C (stereo not drawn)	24%
Cc1cc(C(=O)Nc2cccc(-c3nc4ccccc4o3)c2)ccc1[N+](=O)[O-]	13%
CC(=O)N[C@H]1CC[C@]2(C)CCC([C@H](C)C(=O)N3CCC(C)CC3)[C@H](O)[C@H]2[C@@H]1C (stereo partly drawn)	8%[86.2 µM]
(further entries)
SMILES	KDM5B inh
NC(=O)C1CCN(c2cc(-c3noc([C@@H]4CCCN4Cc4ccncc4)n3)ccn2)CC1	32µM*
Cc1noc(-c2cn(C3CCN(C(=O)c4ccc(C)c(F)c4)CC3)nn2)n1	5%
CC1(CNC(=O)NC2CCCC2)CCOCC1	0%
Cc1ccc(-c2nc(CS(=O)(=O)CC(=O)Nc3ccc(C)cc3C)c(C)o2)cc1	9%
Cc1cccc(C2c3cc(OCc4nc(C(=O)NCC5CC5)co4)ccc3CCN2C(=O)C2CC2)c1 (stereo not drawn)	18%
Cc1oc2c(c1C(=O)Nc1ccc(F)c(F)c1)C1=NCCN1C=N2	-13%
O=C(c1cccnc1)N1CCC2(CC1)CN(Cc1ccccc1)CC2CO (stereo not drawn)	-13%
Cc1ccc(NC(=O)CNC(=O)Cn2c(C)cc3ccccc3c2=O)cc1F	-1%
Cc1cn2nc(-c3nc(C4CCCN(C(=O)c5ccc(Cl)cc5)C4)no3)cc2c(=O)[nH]1 (stereo not drawn)	i
COc1cccc(CN2C(=O)N(c3ccc(C)cc3C)S(=O)(=O)c3ccccc32)c1	-19%
Cc1cccc2c1nc1n2[C@@H](CNC2CCCCC2)COC1	-1%[86.2 µM]
O=C(/C=C/c1cccc([N+](=O)[O-])c1)N1CCN(c2ccccn2)CC1	11%
COc1cccc(CN2CCCN(S(=O)(=O)c3ccccc3)CCC(=O)NCC2)c1OC	3%
Cc1cc(NC(=O)C(OC(=O)c2ccc3c(c2)NC(=O)CS3)c2ccccc2)no1 (stereo not drawn)	17%
CCCCN(CCCC)c1cccc(-c2cccc(N(CCCC)CCCC)c2)c1	-27%
Cc1nn2c(=O)cc(CSc3n[nH]c(-c4ccccc4)n3)nc2s1	9%
CCc1cnc2c(c1SCC(=O)NCc1ccccc1Cl)c(=O)n(C)c(=O)n2C	-6%
CC(C)CNC(=O)c1csc2c1CCC(C)C2 (stereo not drawn)	7%
CCNC(=O)[C@@H]1C[C@H](n2cc(C(C)(C)NC(=O)c3ccccc3C)nn2)CN1	-23%
O=C(N[C@H]1CO[C@H]2[C@@H]1OC[C@@H]2n1nnnc1Oc1ccccc1)c1cncnc1	?
CCOc1ccc(-c2cc(C(=O)NCCc3ccc(C)cc3)c3ccccc3n2)cc1	?
NNC(=S)NCc1ccco1	-1%
COc1ccc(CNC(=O)c2ccc3c(c2)N(C(=O)c2ccc(F)cc2)CC3)cc1	-3%
O=C(NCc1ccc(F)cc1)c1noc(-c2ccc(F)cc2)n1	-6%
C#CCN1CCC(C(=O)NCCNC(=O)C2CC2)CC1	13%
(list continues)
SMILES	KDM5B inh
Cc1ccc(NC(=O)N2CCc3c(C(=O)NCc4ccco4)cccc32)cc1	-18%
CCCCCC(=O)N[C@H]1C[C@@H](Cc2cc(CN3CCOCC3)on2)C1(C)C	12%[86.2 µM]
COc1ccc(Cn2c(=O)c3cccnc3n(CC(=O)Nc3c(C)cc(C)cc3C)c2=O)cc1	-14%
Cc1nn2c(=O)cc(COC(=O)COc3ccccc3C)nc2s1	-2%
O=[N+]([O-])c1ccc(N2CCN(c3ccccc3O)CC2)cc1	25%
N#C/C(=C/c1ccc(-c2ccccc2F)o1)c1nc2ccccc2[nH]1	?
CNC(=O)[C@@H]1C[C@H](n2cc(CNC(=O)CCC3CCCCC3)nn2)CN1	-2%
CCc1ccc(N2CC(C(=O)OCC(=O)Nc3ccc(Cl)c(Cl)c3)CC2=O)cc1 (stereo not drawn)	-10%
COc1ccc(CNC(=O)C2CCN(C(=O)N3CCOc4ccc(C)cc43)CC2)cc1	-18%
O=C(c1ccccc1)c1ccc2nc(Nc3cc(Cl)ccc3O)c3nncn3c2c1	-40%
CNC(=O)c1cccc(-c2cnc3[nH]cc(CC(=O)NCc4cccs4)c3c2)c1	-7%[86.2 µM]
Cc1nc2ccn(Cc3cccs3)c(=O)c2cc1C(=O)N1CCN(c2ccccc2)CC1	?
COc1ccc(N2CCN(CCCNC(=O)c3c(C)nn(-c4ccc(F)cc4)c3-n3cccc3)CC2)cc1	-39%
CCCS(=O)(=O)N1C[C@@H](Oc2cccnc2)C[C@@H]1C(=O)NC	20%
Cc1cc(C(=O)N2CC(F)(F)C[C@H]2c2nc(C3CC3)no2)on1	8%
CCn1ncc(N2CCC(NC(=O)CCC(C)C)CC2)cc1=O	17%
CCOc1ccc(CCNC(=O)Cn2c(-c3cccs3)cc3ccccc32)cc1	?
